From PubChem BioAssay
Luciferase inh = Photinus pyralis luciferase inhibition; purified P. pyralis luciferase, luminescence, biochemical; Potency, µM (titrated, usually from 115 µM), for inactives: at the highest dose activity change, negative = inhibition, usual class: inhibitors; 2.5% of 76,000 active; AID 1347043; also: potency is read from the fitted curve at half-maximal effect; nearly all actives have a fitted effect of over 65% in size
Target sequence (P08659 whole entry, looked up): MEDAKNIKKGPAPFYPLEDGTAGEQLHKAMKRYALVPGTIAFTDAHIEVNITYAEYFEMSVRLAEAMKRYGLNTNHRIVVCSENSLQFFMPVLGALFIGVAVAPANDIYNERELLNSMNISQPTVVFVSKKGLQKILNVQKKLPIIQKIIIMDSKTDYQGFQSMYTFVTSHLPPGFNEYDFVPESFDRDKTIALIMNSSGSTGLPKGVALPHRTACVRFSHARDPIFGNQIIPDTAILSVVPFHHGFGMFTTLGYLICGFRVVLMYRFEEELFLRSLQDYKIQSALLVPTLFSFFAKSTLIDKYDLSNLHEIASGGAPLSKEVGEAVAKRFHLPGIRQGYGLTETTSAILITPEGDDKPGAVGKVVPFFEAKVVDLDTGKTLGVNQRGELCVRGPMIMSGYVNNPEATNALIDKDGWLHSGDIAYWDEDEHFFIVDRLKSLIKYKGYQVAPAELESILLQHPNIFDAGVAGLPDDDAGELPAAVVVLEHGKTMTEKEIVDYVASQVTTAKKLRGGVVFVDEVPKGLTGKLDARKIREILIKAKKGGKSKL
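Biochemical qHTS: compound (6-point titration) added to 10uM D-luciferin plus 10uM ATP in Tris acetate pH 7.5 buffer with Mg, Tween-20 and BSA, then purified enzyme at 10nM; light output imaged.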
SNCA expr inhib = SNCA gene expression inhibition. HEK-293 SNCA-luciferase knock-in, luminescence, 24 h. Potency, µM (doses to about 57.2 µM), for the others: at the highest dose activity change, negative = inhibition, most hits filed as inhibitors. 0.17% of 140,000 active. AID 1671194;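 also: potency is read from the fitted curve at half-maximal effect; plate controls were DMSO cells for no effect and cell-free wells for full effect; nearly all actives have a fitted effect of over 45% in size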
NIH3T3 tox = kills NIH 3T3 cells; NIH 3T3 viability, CellTiter-Glo ATP luminescence, 48-72 h; Potency, µM (top dose mostly 96.7 µM), for the others: at the highest dose activity change, negative = cytotoxicity, most hits filed as inhibitors; 4.3% of 94,000 active; AID 1345082; also: potency is read from the fitted curve at half-maximal effect; nearly all actives have a fitted effect of over 55% in size
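Mouse fibroblast NIH 3T3 cells, 400 per well, received compound via pintool and were incubated for 48 or 72 hr prior to CellTiter-Glo ATP luminescence measurement.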
HEK293 viab = reduces viability of HEK-293 SNCA reporter cells. 0.12% of 150,000 active. HEK-293-SNCA-luc viability, GF-AFC fluorescence, 24 h. Potency, µM (titrated, usually from 57.1 µM), without a hit: top-dose activity change, negative = cytotoxicity, usual class: cytotoxic. AID 1671193;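 also: potency is read from the fitted curve at half-maximal effect; 0% = DMSO-treated cells and -100% = medium-only wells without cells; nearly all actives have a fitted effect of over 30% in size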
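HEK-293-SNCA-luc cells (1500/well) plated 24 h, then exposed 24 h to a dilution series; GF-AFC added 30 min at 37C, fluorescence 405/540 nm; normalised to medium-only and DMSO wells, Hill fit.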
GPT2 inhibitor = inhibitors of human GPT2 alanine aminotransferase; Q8TD30; Recombinant GPT2, coupled pyruvate oxidase/HRP Amplex Red fluorescence; Potency, µM (doses to about 57.7 µM), inactives show at the highest dose activity change, negative = inhibition, actives largely listed as inhibitors; 0.25% of 100,000 active; also: potency is read from the fitted curve at half-maximal effect; nearly all actives have a fitted effect of over 60% in size; many of its hits are not listed in these tables
Target sequence (Q8TD30 whole entry, looked up): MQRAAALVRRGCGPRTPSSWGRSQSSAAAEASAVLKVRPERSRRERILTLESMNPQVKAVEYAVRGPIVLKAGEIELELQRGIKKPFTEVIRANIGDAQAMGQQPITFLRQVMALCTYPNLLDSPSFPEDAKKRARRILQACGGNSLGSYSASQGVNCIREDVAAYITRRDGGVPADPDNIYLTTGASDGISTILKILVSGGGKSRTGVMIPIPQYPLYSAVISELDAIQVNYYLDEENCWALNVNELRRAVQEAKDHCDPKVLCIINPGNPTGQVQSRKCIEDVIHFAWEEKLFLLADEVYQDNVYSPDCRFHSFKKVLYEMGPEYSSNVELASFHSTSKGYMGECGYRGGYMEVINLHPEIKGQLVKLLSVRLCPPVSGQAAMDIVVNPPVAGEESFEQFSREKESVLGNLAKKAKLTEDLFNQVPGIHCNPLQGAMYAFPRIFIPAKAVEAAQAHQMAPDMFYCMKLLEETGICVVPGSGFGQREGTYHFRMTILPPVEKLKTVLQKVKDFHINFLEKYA
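Inhibition is scored from Amplex Red fluorescence generated when pyruvate oxidase and HRP act on pyruvate released by GPT2. Reactions contain 10ng/uL enzyme, 250uM a-KG and 2mM L-alanine and run 30 min at room temperature.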
IP6K1 inh = inhibitors of human IP6K1; Q92551; IP6K1 kinase, ADP-Glo luminescence, 2 h; hits give low values; activity change, % (series mostly up to about 58 µM); 0.81% of 140,000 active; in the data active = activity change below about -25%
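ADP-Glo luminescence measures ADP made by human IP6K1 during a 2 h RT reaction with ATP/IP6 (mix at 1.3 mM/130 uM); top library doses 57.5 and 19.1 uM final.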
HEK cytotox = cytotoxic compounds in HEK 293 cells; HEK 293 viability, ATP luminescence (CellTiter-Glo), 48-72 h; Potency, µM (top dose mostly 115 µM), for inactives: top-dose activity change, negative = cytotoxicity, actives largely listed as inhibitors; 6.6% of 94,000 active; also: potency is read from the fitted curve at half-maximal effect; nearly all actives have a fitted effect of over 60% in size
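Read-out: CellTiter-Glo ATP luminescence. Cells: HEK 293, 250 cells/well. Exposure: 48 or 72 hr, 37 degree Celsius.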
Numbers without * were called inactive; i = inactive; u = inconclusive; x = no result given; & = joins results of further samples; [ ] = dose if it differs, or a comment. Unless noted, calls follow the shape of the dose curve; as a rule, active = well fitted curve in the direction sought with a large enough effect; inconclusive = small, poorly fitted or top-dose-only effect, or another doubt; inactive = no such curve, though single readings can be large; an effect the other way counts as inactive or inconclusive. Unless noted, % is scaled to controls: 0 for no effect and ±100 for the full control effect.

SMILES	Luciferase inh	SNCA expr inhib	NIH3T3 tox	HEK293 viab	GPT2 inhibitor	IP6K1 inh	HEK cytotox
COc1cccc(CNC(=O)CCS(=O)(=O)c2cc3c(cc2C)NC(=O)CO3)c1	x	-16%	x	-10%	x	-16	x
O=C(NCCc1ccccc1F)c1ccc2nc(-c3ccccn3)oc2c1	x	82%[activator]	u	-1%	i	-9	u
CN(C)Cc1nnc(C2CC(NC(=O)c3ccc4c(c3)CCC4)C2)n1C (stereo not given)	-8%	0%	2%	-11%	i	18	2%
CC(=O)NCC(=O)N1Cc2ccccc2CC2(CCCN(C)C2)C1 (stereo not given)	x	6%	i	-5%	-11%	-2	i
Cc1cc(N2CCC(C(=O)Nc3ccccc3Cl)CC2)n2nc(C)c(-c3ccc(Cl)cc3)c2n1	x	31%[activator]	x	4%	x	3	x
COc1cc(C(=O)Oc2c(Sc3ccccc3)c(C)nn2-c2ccccc2)cc(OC)c1OC	x	u	x	6%	x	-15	x
O=C(NC1CCCC1)N1CCN(c2ccc3nnc(C4CC4)n3n2)CC1	x	x	u	x	x	31	u
CCc1cccc(NC(=O)Cn2c(=O)n3nc(-c4cccc(F)c4)nc3c3ccccc32)c1	x	10%	x	3%	x	7	x
COc1ccc(C(=O)N2CCCC(c3nc(-c4ccccc4)no3)CCNC(=O)CC2)c(OC)n1 (stereo not given)	7.9µM*	214%[activator]	-15%	6%	i	1	-21%
CC[C@H](C)C(=O)O[C@H]1C[C@@H](C)C=C2C=C[C@H](C)[C@H](CC[C@@H]3C[C@@H](O)CC(=O)O3)[C@H]21	x	-18%	x	u	u	9&6	x
C[C@H](C(=O)N1CCCC1)[C@@H]1CC[C@@]2(C)Cc3sc(-c4ccsc4)nc3[C@@H](C)[C@@H]2[C@H]1O	11µM*	5.6µM*	-26%	5%	-4%	0	u
CCN(c1ccccc1)S(=O)(=O)c1nnc(NC(=O)COc2cccc(C)c2)s1	x	0%	x	-19%	x	0	x
CC1(C)O[C@@H]2C[C@H]3[C@@H]4CCC5=CC(=O)C=C[C@]5(C)[C@@H]4[C@@H](O)C[C@]3(C)[C@]2(C(=O)CO)O1	x	85%[activator][25.6 µM]	x	1%	3%	-10	x
Cc1nc2scc(CC(=O)N3CCOCC3)n2c(=O)c1-c1cc(C)n(-c2ccc(C(C)C)cc2)n1	-23%	-2%	-25%	-3%	i	5	-23%
Cc1ccc(Cl)cc1NC(=O)c1oc2ccc(S(=O)(=O)N3CCCCC3)cc2c1C	x	-23%	x	3%	x	-3	x

Part of the list above, with bars between the fields:
Structure | Luciferase inh | SNCA expr inhib | NIH3T3 tox | HEK293 viab | GPT2 inhibitor | IP6K1 inh | HEK cytotox
Cc1ccc(Cl)cc1NC(=O)c1oc2ccc(S(=O)(=O)N3CCCCC3)cc2c1C | x | -23% | x | 3% | x | -3 | x
CC1(C)O[C@@H]2C[C@H]3[C@@H]4CCC5=CC(=O)C=C[C@]5(C)[C@@H]4[C@@H](O)C[C@]3(C)[C@]2(C(=O)CO)O1 | x | 85%[activator][25.6 µM] | x | 1% | 3% | -10 | x

Part of the list above, with values under each structure.
Value order – Luciferase inh	SNCA expr inhib	NIH3T3 tox	HEK293 viab	GPT2 inhibitor	IP6K1 inh	HEK cytotox
CN(C)Cc1nnc(C2CC(NC(=O)c3ccc4c(c3)CCC4)C2)n1C (stereo not given)
  -8%	0%	2%	-11%	i	18	2%
CCN(c1ccccc1)S(=O)(=O)c1nnc(NC(=O)COc2cccc(C)c2)s1
  x	0%	x	-19%	x	0	x
COc1ccc(C(=O)N2CCCC(c3nc(-c4ccccc4)no3)CCNC(=O)CC2)c(OC)n1 (stereo not given)
  7.9µM*	214%[activator]	-15%	6%	i	1	-21%
Cc1ccc(Cl)cc1NC(=O)c1oc2ccc(S(=O)(=O)N3CCCCC3)cc2c1C
  x	-23%	x	3%	x	-3	x
O=C(NCCc1ccccc1F)c1ccc2nc(-c3ccccn3)oc2c1
  x	82%[activator]	u	-1%	i	-9	u
O=C(NC1CCCC1)N1CCN(c2ccc3nnc(C4CC4)n3n2)CC1
  x	x	u	x	x	31	u

Next records.
SMILES	Luciferase inh	SNCA expr inhib	NIH3T3 tox	HEK293 viab	GPT2 inhibitor	IP6K1 inh	HEK cytotox
Cc1oc2c(c1C(=O)N1CCN(c3ccccc3)CC1)CN(Cc1ccc(F)cc1)CC2	-2%	-17%	u	-1%	-2%	-10	u
COc1ccc(-c2nc(C(=O)NCc3cccnc3)n3ccccc23)cc1	-14%	3%	u	-9%	-4%	3	u
Cc1c(-c2ccccc2)[nH]c2c(CNC(=O)CN3C(=O)CNC3=O)cc(Cl)cc12	10µM*	74%[activator]	u	-10%	i	-8	u
COc1ccccc1-c1cccc(C(=O)N2CCN([S+](=O)([O-])c3cccc(C(F)(F)F)c3)CC2)c1	x	-21%	u	5%[12.5 µM]	i	14	u
COc1ccc(NC(=O)C(=O)NCCc2csc3nc(-c4ccccc4F)nn23)cc1OC	x	u	x	-2%	x	21	x
Brc1ccc(-c2ccnc3nc(-c4cccs4)nn23)s1	7%	11%	-8%	2%	i	-3	-23%
COC[C@@H]1[C@H](C(=O)N2CCN(c3ccccn3)CC2)CCC(=O)N1C	-3%	4%	-13%	5%	i	3	2%
CC1(CCCCN2CCOCC2)COc2ccc(C(=O)Nc3cccc(Cl)c3)cc2N1 (stereo not given)	u	22%	u	8%	-11%	4	u
COc1ccccc1Cn1c(=O)c(C(=O)N2CCCCC2)nc2cccnc21	x	-14%	-9%	-12%	-2%	16	u
COc1ccccc1Nc1nc(N)nc(N)c1S(=O)(=O)c1ccccc1	x	6%	x	-8%	x	-2	x
O=C1CC(c2ccccc2)N(Cc2ccncc2)CCCN(CC2CCCCC2)CCN1 (stereo not given)	-11%	-3%	u	-9%	i	4	u
Cc1ccc(CSc2nnc(CCNC(=O)OC(C)(C)C)o2)cc1	x	-2%	x	5%	x	21	x
Cn1nccc1C(=O)N1CCC(Oc2ccccc2)C1 (stereo not given)	4%	9%	-9%	4%	-21%	8	1%
COc1cccc(N2C(=O)NC(=NC3CCCC3)C23CCN(C(=O)c2ccccc2OC)C3)c1 (stereo not given)	x	-25%	1%	-5%	i	1	2%
O=C(C1CCN([S+](=O)([O-])c2cccc(C(F)(F)F)c2)CC1)N1CCC(N2Cc3ccccc3C2=O)CC1	x	31%[activator]	u	5%	i	1	u
CC1CCN(C(=O)c2ccccc2OCC2CCCN(Cc3cncs3)C2)CC1 (stereo not given)	3%	10%	2%	-7%	0%	-2	-8%
C[C@]1(CO)[C@H]2Cc3sc(NC(=O)c4ccc(F)cc4)nc3[C@@H](CC(=O)NC3CC3)[C@]2(C)CC[C@H]1O	-5%	0%	-22%	-7%	4%	12	-15%
CCCN(CC1CC1)C(=O)C1CCC(=O)N(CCc2ccc(Cl)cc2)C1 (stereo not given)	-3%	9%	-32%	-10%	3%	24	u
Cc1oc2ncn(C)c(=O)c2c1C(=O)N1CCN(c2cccc(C(F)(F)F)c2)CC1	x	19%	x	-7%	x	-1	x
Cc1cc2oc(=O)c(CC(=O)O)c(C)c2c2occ(-c3ccc(F)cc3)c12	x	117%[activator]	x	3%	x	-7	x
CCOc1ccccc1NC(=O)N1C[C@H](Oc2ccccc2)C[C@@H]1C(=O)N1CCOCC1	2%	-29%	-12%	-5%	i	19	3%
O=S(=O)(NCC(c1ccco1)N1CCN(c2ccc(F)cc2)CC1)c1ccccc1 (stereo not given)	x	u	x	-22%	x	-6	x
O=C(Cn1nc2c(cc1=O)CCCCC2)NCc1ccc(C(=O)O)cc1	-10%	30%	i	1%	i	20	0%
CCC(=O)N1CCc2cc(Br)cc(S(=O)(=O)CCC(=O)NCc3ccc(Cl)cc3)c21	x	u	x	-18%	x	0	x
Cc1cccc(OC2(C(=O)O)CCN(c3cncc(C(N)=O)n3)CC2)c1	3%	0%	-21%	-1%	-13%	13	-15%
COc1ccc(-n2c(/C=C/c3c(C)[nH]c4ccccc34)nc3ccccc3c2=O)cc1	x	6%	x	2%	x	6	x
O=C1NC2(Cc3ccccc31)CN(CC1CCNCC1)C2	x	27%[87.6 µM]	-9%[138 µM]	7%[87.6 µM]	i	-4	-14%[172 µM]
O=C(NCCc1ccc(Cl)cc1)c1ccc2c(c1)N(Cc1ccccc1F)C(=O)c1ccccc1S2(=O)=O	x	-4%	x	-6%	x	10	x
C[C@@H](NC(=O)N1CCOC[C@H]1c1ncc(-c2ccc(OC(F)(F)F)cc2)[nH]1)c1ccccc1	-10%	-7%	u	-11%	-14%	1	u
CCn1c2c(c(=O)n1-c1ccccc1)CCN(C(=O)CCc1cccnc1)C2	-1%[172 µM]	2%[87.6 µM]	u	-6%[87.6 µM]	4%[88.5 µM]	12	i
CCC1(CO)CCCN(Cc2ccc3c4c(cccc24)C(=O)OC3)C1 (stereo not given)	0%	-18%	u	2%	4%	7	-29%
Cc1ccc(Cl)cc1N(C)C(=O)c1cn(C2CCCCC2)c(=O)c2c1c1ccccc1n2C	x	21%	x	4%	x	21	x
CCCN1CC2(CCN(Cc3nc(C(=O)O)co3)CC2)CC1C(=O)O (stereo not given)	4%	-5%	2%	5%	-9%	-1	-1%
N[C@H]1[C@H](O)[C@@H](N2CCC(Cc3ccccc3)CC2)[C@@H]2OC[C@H]1O2	-3%[172 µM]	4%[87.6 µM]	u	4%[87.6 µM]	2%[88.5 µM]	-9	-19%[172 µM]
O=C1NC2(CCN(C(=O)c3ccc(F)cc3)C2)OCc2ccccc21 (stereo not given)	-3%	7%	-7%	-3%	i	17	-6%
CN(C)C[C@@H]1CN(C)C[C@H]1NS(=O)(=O)c1ccccc1F	-15%	3%	-17%	17%	-8%	-8	i
CCc1ccc(C(=O)N2CCc3[nH]nc(C(=O)NCCCc4ccccc4)c3C2)cc1	10%	-19%	-18%	-3%	i	-2	u
COc1ccccc1CNC(=O)Cc1csc2nc(-c3ccc(F)cc3)cn12	x	-10%	x	-29%	x	-1	x
O=C(NC1CCCN(c2ccc3nnc(C4CC4)n3n2)C1)c1ccc(Cl)cc1 (stereo not given)	x	x	-26%	x	x	5	-25%
CC(=O)N1CCN(c2cc(-c3ccc(Cl)cc3)nc3c(C)noc23)CC1	1%[172 µM]	0%[87.6 µM]	u	-18%[87.6 µM]	-10%[88.5 µM]	8	u
Oc1c(Cl)cc(Cl)c(Cl)c1Cc1c(O)c(Cl)cc(Cl)c1Cl	x	-63%[25.6 µM]	x	-18%[23.9 µM]	-3%	5	x
O=C(N[C@H]1[C@H](O)[C@H](O)C[C@@H]1c1ccc(N2CCOCC2)nc1)c1nc2ccccc2s1	-17%	60%[activator]	-7%	-14%	-3%	8	i

Some of the entries so far, with two lines to a compound:
Every second line gives: Luciferase inh	SNCA expr inhib	NIH3T3 tox	HEK293 viab	GPT2 inhibitor	IP6K1 inh	HEK cytotox
- COc1ccc(C(=O)N2CCCC(c3nc(-c4ccccc4)no3)CCNC(=O)CC2)c(OC)n1 (stereo not given)
  7.9µM*	214%[activator]	-15%	6%	i	1	-21%
- CC[C@H](C)C(=O)O[C@H]1C[C@@H](C)C=C2C=C[C@H](C)[C@H](CC[C@@H]3C[C@@H](O)CC(=O)O3)[C@H]21
  x	-18%	x	u	u	9&6	x

These rows are one share of the data; count on the stated rates, not on these rows.
